# Dyrk1A ADPGlo: inhibitors of rat Dyrk1A kinase | 310,000 tested, 0.43% active | Q63470 | inhibition, % at 12.5 µM | AID 504441 | ADP-Glo luminescence, NFATc1 peptide; in the data active means inhibition above about 50%;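 further: plate controls were vehicle with enzyme for no effect and no enzyme for full effect; many of its hits are not listed in these tables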
# hERG rescue: shields human hERG channel from block by proarrhythmic agents. 310,000 tested, 0.51% active. activation (rescue from dofetilide block), less the hit threshold, % at 10 µM. Q12809. CHO-hERG, FluxOR thallium flux, dofetilide IC70 present. AID 1511;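 active means activation above the mean of controls blocked by dofetilide plus 5 SD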;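 further: thallium influx through hERG after potassium depolarization seen as dye fluorescence rise; in these data hits start at about 4.7%; inactives centre near -7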
# KCNQ1 inh: inhibitors of human KCNQ1 potassium channel. P51787. CHO-K1 KCNQ1, FluxOR thallium flux fluorescence; hits give high values. B-score at 10 µM. 310,000 tested, 1.3% active. AID 2642;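 active means compounds whose thallium flux B-score, printed positive for inhibition, exceeds three library SD while starting fluorescence stays within three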;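 further: channel opened by potassium depolarization with thallium stimulus after 20 min compound exposure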
# HDAC3 inhib: inhibitors of human histone deacetylase 3 | 320,000 tested, 0.15% active | O15379 | inhibition, % at 8.3 µM | AID 2718 | recombinant HDAC3, fluorogenic peptide/trypsin coupled, fluorescence; in the data active means inhibition above about 26%, passing the limit was not always enough; inconclusive means no clear call, values can overlap the other calls
# KCNK9 block: inhibitors of human KCNK9 two-pore domain potassium channel; AID 488922; B-score at 10 µM; HEK293 KCNK9, FluxOR thallium flux fluorescence; hits give low values; 310,000 tested, 1.2% active; Q9NPC2;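 active means ratio B-score over 3 SD below the library mean, with starting fluorescence within 5 SD of its mean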;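 further: negative B-score means less thallium flux so channel inhibition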
# Target sequence (Q9NPC2 whole entry, looked up, the tested form may be a part): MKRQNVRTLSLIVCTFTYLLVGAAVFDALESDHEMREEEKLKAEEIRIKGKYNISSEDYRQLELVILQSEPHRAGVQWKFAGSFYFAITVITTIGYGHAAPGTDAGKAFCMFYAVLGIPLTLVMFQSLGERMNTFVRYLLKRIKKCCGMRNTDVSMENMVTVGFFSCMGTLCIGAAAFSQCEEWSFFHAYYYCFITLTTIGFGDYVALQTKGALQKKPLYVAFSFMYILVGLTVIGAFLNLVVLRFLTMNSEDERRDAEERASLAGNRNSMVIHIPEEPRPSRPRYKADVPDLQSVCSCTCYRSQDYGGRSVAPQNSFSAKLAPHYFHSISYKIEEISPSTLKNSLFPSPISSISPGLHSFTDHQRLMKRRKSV
# TRPC4 PAM: allosteric potentiators of mouse TRPC4 channel; Q9QUQ5; HEK293 TRPC4beta/mu-opioid, DAMGO EC20, Fluo-4 Ca2+ flux; hits give high values; B-score at 10 µM; 310,000 tested, 0.42% active;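 active means B-score of calcium response area above 5 SD of library B-scores, with initial fluorescence ratio within 5 SD of library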;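 further: B-score of integrated fluorescence ratio over time as area under calcium response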
# KCNK3 block: human KCNK3 channel inhibition, primary screen | O14649 | CHO-KCNK3 thallium flux, FluxOR fluorescence; hits give low values | B-score at 10 µM | 340,000 tested, 0.84% active | AID 602410;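 active means B-score under library mean minus 4 SD, starting fluorescence ratio at most library mean plus 5 SD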;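 further: more negative B-score means stronger inhibition of thallium flux through KCNK3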
# Target sequence (O14649 whole entry, looked up): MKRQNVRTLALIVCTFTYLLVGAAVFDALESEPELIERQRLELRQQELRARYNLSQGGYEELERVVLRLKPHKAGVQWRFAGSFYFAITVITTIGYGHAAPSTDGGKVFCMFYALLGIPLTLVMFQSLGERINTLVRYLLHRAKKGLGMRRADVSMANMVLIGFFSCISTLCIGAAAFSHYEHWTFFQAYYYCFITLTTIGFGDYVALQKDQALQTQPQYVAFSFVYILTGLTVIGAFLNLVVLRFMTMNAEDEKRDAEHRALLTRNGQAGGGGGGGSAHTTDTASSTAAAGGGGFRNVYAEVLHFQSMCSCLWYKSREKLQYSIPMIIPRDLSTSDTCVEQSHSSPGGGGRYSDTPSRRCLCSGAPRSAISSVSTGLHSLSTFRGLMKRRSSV
# TMEM16A act: activates or potentiates the mouse TMEM16A chloride channel; B-score at 10 µM; Q8BHY3; HEK293 TMEM16A/YFP-H148Q/I152L, iodide quench fluorescence; hits give low values; 340,000 tested, 0.3% active;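 active means fluorescence-ratio B-score plate-corrected deviation score at least 3 library SD below zero, with starting fluorescence score within 5 deviations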;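 further: channel opened by trigger with iodide after compound preincubation; score built on the fluorescence ratio of max minus min over baseline; more negative score means more quench and so TMEM16A activation or potentiation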
# KCNQ1 act: potentiators or activators of human KCNQ1 potassium channel. CHO-K1 KCNQ1, thallium flux FluxOR fluorescence; hits give high values. AID 2648. B-score at 10 µM. P51787. 310,000 tested, 0.35% active;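 active means fluorescence ratio B-score, a plate-corrected score, at least three library SD, with initial intensity B-score within 5 SD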
#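 Test system: CHO-K1 cells stably expressing KCNQ1 / Medium: assay buffer / Also added: depolarizing K+/Tl+ stimulus, K2SO4 and Tl2SO4 each 12.5 mM in 5x stock / Incubation: 90 min dye loading and 20 min compound exposure, both at room temperature / Signal: thallium influx via FluxOR fluorescence, kinetic imaging / Evaluation: B score of baseline-normalized fluorescence ratio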
# TRPC4 agonist: opens the mouse TRPC4 cation channel. HEK293 TRPC4beta/mu-opioid, Fluo4 calcium fluorescence; hits give high values. B-score at 10 µM. Q9QUQ5. 310,000 tested, 0.49% active. AID 2237;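 active means B-score above 5 SD of library B-scores, and initial fluorescence ratio not above library mean plus 5 SD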;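 further: positive B-score marks a calcium rise read as TRPC4 activation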
#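 System: HEK293 cells stably co-expressing mouse TRPC4beta and mu-opioid receptor; Schedule: Fluo4 dye loading 45 min at room temperature, 110 s recording; Detection: Fluo4 fluorescence, kinetic; Evaluation: B-scored integrated calcium fluorescence ratio; Controls: buffer (low) and maximal DAMGO (high).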
# ANO1 block: mouse TMEM16A channel inhibition, primary screen | 310,000 tested, 1.2% active | normalized B-score (activity score, 25-100; higher = stronger inhibition) at 10 µM | HEK293 TMEM16A/YFP iodide influx fluorescence, ionomycin | AID 588511 | Q8BHY3;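 active means ratio plate-corrected score three or more library SD toward inhibition, starting fluorescence score within five deviations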;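 further: score derived from kinetic fluorescence span divided by baseline fluorescence per well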
# * = called active by the depositor; i = inactive; u = inconclusive; x = no result given. This is a subset. The share of hits here may be higher or lower than overall.
# A first look (3 entries):
SMILES,Dyrk1A ADPGlo,hERG rescue,KCNQ1 inh,HDAC3 inhib,KCNK9 block,TRPC4 PAM,KCNK3 block,TMEM16A act,KCNQ1 act,TRPC4 agonist,ANO1 block
COc1ccc(CN2CCN(S(=O)(=O)c3ccccc3)CC2)c(OC)c1,-3,-13,i,2,i,i,i,i,i,i,i
Cc1ccccc1OC(=O)n1c(=S)oc2cc(Cl)ccc21,13,-1,i,0,i,i,i,i,10*,i,i
O=C(CN1CCN(S(=O)(=O)c2ccccc2)CC1)Nc1cccc(C(F)(F)F)c1,4,-7,i,5,i,i,i,i,i,i,i

# All compounds of this part, previewed entries included:
SMILES,Dyrk1A ADPGlo,hERG rescue,KCNQ1 inh,HDAC3 inhib,KCNK9 block,TRPC4 PAM,KCNK3 block,TMEM16A act,KCNQ1 act,TRPC4 agonist,ANO1 block
COc1ccc(CN2CCN(S(=O)(=O)c3ccccc3)CC2)c(OC)c1,-3,-13,i,2,i,i,i,i,i,i,i
Cc1ccccc1OC(=O)n1c(=S)oc2cc(Cl)ccc21,13,-1,i,0,i,i,i,i,10*,i,i
O=C(CN1CCN(S(=O)(=O)c2ccccc2)CC1)Nc1cccc(C(F)(F)F)c1,4,-7,i,5,i,i,i,i,i,i,i
CCCc1cc(=O)n2[nH]c(-c3ccc(Br)cc3)cc2n1,4,-9,i,-2,i,i,i,i,i,i,i
CCCCOc1cccc(OCC(=O)Nc2nc3ccccc3[nH]2)c1,-7,-6,i,u,i,i,i,i,i,i,i
CCOC(=O)N1CCN(Cc2nc(N)nc(Nc3ccc(C)cc3)n2)CC1,1,-12,i,x,i,i,i,i,i,i,i
Cc1ccc(C)c(S(=O)(=O)NCC(=O)N2CCCC2)c1,0,-6,i,-3,i,i,i,i,i,i,i
CN(C)C(=O)CSc1nnc(-c2cnccn2)n1C,-7,-7,i,5,i,i,i,i,i,i,i
O=C(CCN1C(=O)c2ccc([N+](=O)[O-])cc2C1=O)Nc1ccccc1C(=O)O,-6,-10,i,x,i,i,i,i,i,i,i
COC(=O)Nc1ccc(S(=O)(=O)N2CCCC(C(=O)NC3CCCCC3)C2)cc1 (centres undefined),x,-18,i,-3,i,i,i,i,i,i,i
O=C(NCc1ccccn1)c1coc(=O)c(Br)c1,6,-9,i,-7,i,i,i,i,i,i,100*
Cc1cccc(N2CC(O)(c3cccs3)[N+]3=C2CCCC3)c1C (centres undefined),x,-10,i,-2,i,i,i,i,i,i,i
COc1ccc(OC)c(Nc2nc(-c3sc(NC(=O)c4ccccc4)nc3C)cs2)c1,x,-21,i,4,-8.2*,i,x,x,i,i,i
COc1cc(C(=O)NC2CC(C)(C)Cc3c2cnn3-c2ccccc2)cc(OC)c1OC (centres undefined),-2,-1,i,4,i,i,i,i,i,i,i
O=C1c2ccccc2C(=O)N1/N=C/c1ccc(O)c(O)c1,7,-9,i,5,i,i,i,i,i,i,i
CCOC(=O)/C=C/c1nc(C(=O)OCC)c(C)c(=O)[nH]1,0,-9,i,20,i,i,i,i,i,i,i
CCN(CC(=O)Nc1cccc(OC)c1)CC(=O)Nc1ccccc1C,x,-2,i,13,i,i,i,i,i,i,i
COC(=O)C1=C(C(=O)OC)C(c2ccc(OC)c(OC)c2)c2sc(=O)[nH]c2S1 (centres undefined),-3,-5,i,9,i,i,i,i,i,i,i
CC(NC(=O)C1CCN(C(=O)Nc2ccccc2)CC1)c1ccccc1 (centres undefined),6,-5,i,x,i,i,i,i,i,i,i
CC(=O)n1ccnc1,-6,-3,i,-3,i,i,i,i,i,i,i
O=C(NCC1CCN(Cc2ccccc2F)CC1)C1CCCN(c2ncnc3c2nc2n3CCCCC2)C1 (centres undefined),-6,-6,i,-2,i,i,i,i,i,i,i
O=C(Cn1cc(S(=O)(=O)Cc2ccccc2)c2ccccc21)N1CCOCC1,1,-8,i,-7,i,i,i,i,i,i,i
Cc1cc(C(=O)CSc2nnc(-c3cccnc3)n2-c2ccccc2F)c(C)n1CC1CCCO1 (centres undefined),0,-10,i,-7,i,i,i,i,i,i,i
COc1cc2c(cc1NS(=O)(=O)N1CCCCC1)oc1ccccc12,1,-9,i,1,i,i,i,i,i,i,i
Cc1oc2cc3oc(=O)c(CCC(=O)N[C@H](C(=O)O)C(C)C)c(C)c3cc2c1C,-4,-7,i,-2,i,i,i,i,i,i,i
O=C1NC2(CCCCC2)C(=O)N1CCN1C(=O)c2ccccc2C1=O,6,-5,i,1,i,i,i,i,i,i,i
Cc1cc(C(=O)CSc2n[nH]c(N)n2)c(C)n1-c1ccc(F)cc1,2,-14,i,2,i,i,i,i,i,i,i
O=C(O)Cc1csc(NC(=O)CSc2cccc(C(=O)O)n2)n1,x,-6,i,9,i,i,i,i,i,i,i
CCOCC(=O)Nc1cc(-c2cn3cccnc3n2)ccc1C,x,-11,i,-117,i,i,i,i,i,i,i
CCn1c(CCc2nc3ccccc3[nH]2)n[nH]c1=S,5,-14,i,-4,i,i,i,i,i,i,i
COc1ccc(C(=O)NN2C(=O)C3CCC(C)(C2=O)C3(C)C)cc1 (centres undefined),-3,0,i,2,i,i,i,i,i,i,i
CCOC(=O)c1cnn(-c2ccccc2)c1-n1cccc1C(=O)C(=O)Nc1ccc(F)cc1,2,-10,i,u,i,i,i,i,i,i,i
CC(=O)Nc1ccc(NC2=C(Cl)C(=O)c3ccccc3C2=O)cc1,x,-10,12*,x,i,i,x,x,i,i,x
COc1ccc(S(=O)(=O)N2CCc3ccccc32)cc1C(=O)NCCc1ccccn1,10,-5,i,-2,i,i,i,i,i,i,i
Cc1cccc(-c2nnc3n2N=C(c2ccccc2)CS3)c1,1,-12,i,2,i,i,i,i,i,i,i
Cc1cc2c(c(=O)n1CCc1ccccc1)C(C(C)C)C(C#N)=C(N)O2 (centres undefined),5,-11,i,1,i,i,i,i,i,i,i
COCCSc1ccccc1C(=O)Nc1ccncc1,-2,3,i,-3,i,i,i,i,i,i,i
O=c1cc(CSc2nnc(COc3ccc(Cl)cc3)o2)c2ccccc2[nH]1,4,-2,i,-5,i,i,i,i,i,i,i
O=C(O)/C=C/c1ccc2ccccc2n1,-9,-10,i,-3,i,i,i,i,i,i,i
Nc1cccc(C(=O)Nc2cccc3ncccc23)c1,x,-8,i,-2,i,i,i,i,i,i,i
CS(=O)(=O)Nc1ccccc1C(=O)NCCSc1ccc(Cl)cc1,x,-13,i,-3,i,i,i,i,i,i,i
Cc1cc(C)nc(N/N=C/c2ccc([N+](=O)[O-])o2)n1,-1,-6,i,-4,i,i,i,i,i,i,i
O=C(Nc1nc(-c2cccs2)cs1)C1=COCCO1,24,0,i,1,i,i,i,i,i,i,i
Cc1ccc(NC(=S)N(CCCN2CCOCC2)Cc2cccnc2)cc1C,x,-12,i,-6,i,i,i,i,i,i,i
CCOc1ccc(S(=O)(=O)N2CCCC(C(=O)NCc3cccnc3)C2)cc1C (centres undefined),-8,-10,i,-2,i,i,i,i,i,i,i
Cc1ccc(-n2c(O)cnc2Nc2nc(C)cc(C)n2)cc1,-5,-1,i,-1,i,i,i,i,i,i,i
CCN(C(=O)Cn1nnc(-c2ccccc2)n1)C1CCS(=O)(=O)C1 (centres undefined),-4,-13,i,7,i,i,i,i,i,i,i
N#Cc1ccsc1NC(=O)c1cccc([N+](=O)[O-])c1,2,-8,i,0,i,i,i,i,i,i,i
Cc1ccc(C)c(NC(=O)COC(=O)c2ccc3c(c2)OCO3)c1,-3,-4,i,-8,i,i,i,i,i,i,i
CCN1C(=O)c2cccc3c(S(=O)(=O)N(C(=O)c4ccncc4)c4ccc(OC)cc4)ccc1c23,2,-8,i,1,i,i,i,i,i,i,i
# Other records follow.
SMILES,Dyrk1A ADPGlo,hERG rescue,KCNQ1 inh,HDAC3 inhib,KCNK9 block,TRPC4 PAM,KCNK3 block,TMEM16A act,KCNQ1 act,TRPC4 agonist,ANO1 block
COc1ccc(-n2ncc3c(=O)n(CC(=O)N4c5ccccc5CC4C)cnc32)cc1 (centres undefined),-13,-1,i,-1,i,i,i,i,i,i,i
Fc1ccc(-c2cc(-c3cccs3)cc(-c3ccccc3)n2)cc1,-5,-7,i,1,i,i,i,i,i,i,i
O=C(/C=C/c1ccc(Cl)c([N+](=O)[O-])c1)Nc1ccc(NC(=O)c2ccco2)cc1,-2,-2,i,x,i,i,i,i,i,i,x
Brc1cc2ccccc2[n+](Cc2ccccc2)c1,-5,-3,i,9,i,i,i,i,i,i,i
Cc1cccc(NC(=O)CN(C)S(=O)(=O)c2cccc3cccnc23)c1,1,-4,i,1,i,i,i,i,i,i,i
CC(=O)c1ccc(N2CCN(C(=O)c3n[nH]c4ccccc34)CC2)cc1,x,-11,i,0,i,i,i,i,i,i,i
Cc1ccc(Oc2nc3ccccc3n3c(C)nnc23)cc1,6,-1,i,-9,i,i,i,i,i,i,i
O=C(c1cc2nc(-c3cccs3)cc(C(F)(F)Cl)n2n1)N1CCCc2ccccc21,-2,-8,i,1,-6.7*,i,i,i,i,i,i
O=C1N/C(=C/c2ccc(Br)cc2)C(O)=C1C=NCc1ccccc1,-4,1,i,0,i,i,i,i,i,i,i
c1ccc(CCN2CN=C(Nc3nc4ccccc4s3)NC2)cc1,x,-8,i,5,i,i,i,i,i,i,i
Cc1noc(C)c1C(=O)OCC(=O)C12CC3CC(CC(C3)C1)C2,23,-5,i,6,i,i,i,i,i,i,i
Cc1ccc(SC[C@H](Cc2ccccc2)N2CC[C@@H](NC(=O)OCc3ccccc3)CCC2=O)cc1,x,-15,i,14,i,i,x,x,i,i,i
COc1ccc(NC(=S)N2CCCC2)c(OC)c1,4,-7,i,-10,i,i,i,i,i,i,i
COc1cc(C(=O)NCc2nnc(SCC(=O)N3CCC(C)CC3)o2)cc(OC)c1OC,-3,-8,i,7,i,i,i,i,i,i,i
CC(=O)c1ccc(C(=O)N2CCCC(C(=O)c3cc(F)ccc3F)C2)s1 (centres undefined),-2,-12,i,-6,i,i,i,i,i,i,i
COc1ccc(N(CC(=O)Nc2cccc3ccccc23)S(C)(=O)=O)c(OC)c1,-2,-12,i,1,i,i,i,i,i,i,i
COc1cc(OC)cc(C(=O)NC(=S)NNC(=O)c2cnccn2)c1,3,-3,i,9,i,i,i,i,i,i,i
COc1ccc(OC)c(S(=O)(=O)NCCOC23CC4CC(CC(C4)C2)C3)c1,11,-10,i,1,i,i,i,i,i,i,i
CN(Cc1ccc(-n2cccn2)cc1)Cc1nc(-c2cnccn2)no1,4,-15,i,5,i,i,i,i,i,i,i
